# Screening results from PubChem.
# Tn7 DDE FP – disrupts Tn7 cyclic peptide binding to fibrin D-Dimer-E complex | P02675 | FP displacement of FITC-Tn7 peptide from fibrin DD(E); 0% = median of compound wells per plate | inhibition, % at 8.3 µM | 0.13% of 370,000 active | AID 720508;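 active = inhibition above the mean of compounds falling within the control limits plus 3 SD of them, cut at about 14% in these data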;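 note: 0% = plate median of compound wells and 100% = 10 µM Aha-Tn7 peptide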
#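 Test system – human fibrin DD(E) · Times – 10 min preincubation, 3 h with tracer, room temperature · Detection – fluorescence polarization of the labelled Tn7 tracer · Measure – percent inhibition normalized to high-control wells · Benchmarks – high control wells with 10 µM unlabelled Aha-Tn7 peptide (full inhibition) · Repeats – singlicate testing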
# PLCg1 inh – inhibitors of human phospholipase C gamma1; P19174; purified PLC-gamma1, fluorogenic substrate, fluorescence; inhibition, % at 12.2 µM; 0.84% of 370,000 active; in the data active = inhibition above about 9.5%
# DDE Tn6 FP inh – disrupts Tn6 cyclic peptide binding to fibrin D-Dimer-E complex; 0.21% of 370,000 active; P02675; Fibrin DD(E) TRITC-Tn6 fluorescence polarization displacement; inhibition, % at 8.3 µM;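 active = inhibition above a per-campaign cutoff: mean of compounds within control limits plus 3 SD, cut at about 15% in these data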;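 note: 0% = median of all compound wells on the plate and 100% = blocking peptide control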
# HGIII-sPLA2 inh – Blocks human group III sPLA2 activity. Q9NZ20. QFRET BODIPY PC-A2 liposome hydrolysis, fluorescence. inhibition, % at 12.2 µM. 0.56% of 370,000 active. AID 743126;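 active = inhibition above mean plus 3 SD of compounds lying within the high and low control bounds, cut at about 19% in these data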;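 note: 0% = median of test compound wells and 100% = no enzyme DMSO wells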
# ARFGAP1 inh – inhibits rat ARF GTPase activating protein 1. Q62848. AID 651572. inhibition, % at 16.5 µM. 0.26% of 360,000 active. Arfgap1-stimulated ARF1 GTP hydrolysis, GDP FP detection;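 active = inhibition above a per-plate limit, mean inhibition of low control wells plus 3 SD, cut at about 25% in these data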;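 note: 0% = DMSO wells with enzyme and 100% = wells lacking Arfgap1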
#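 system = rat Arfgap1 catalytic domain, aa 1-136 | technique = FP, GDP Alexa 633 tracer displaced from anti-GDP antibody, 620/688 nm | compound = one concentration, 16.5 µM, DMSO 1.26% | medium = HEPES-based buffer, pH 7.5 | timing = compound-enzyme preincubation 20 min, reaction 120 min, detection 60 min, 25 °C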
# ASAP1 inh – blocks human ASAP1-stimulated Arf1 GTP hydrolysis; Q9ULH1; GDP FP detection; inhibition, % at 16.5 µM; 0.19% of 360,000 active; in the data active = inhibition above about 25%;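 note: 0% = vehicle with enzyme and substrate and 100% = no enzyme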
# Target sequence (Q9ULH1 325-724 limits assumed): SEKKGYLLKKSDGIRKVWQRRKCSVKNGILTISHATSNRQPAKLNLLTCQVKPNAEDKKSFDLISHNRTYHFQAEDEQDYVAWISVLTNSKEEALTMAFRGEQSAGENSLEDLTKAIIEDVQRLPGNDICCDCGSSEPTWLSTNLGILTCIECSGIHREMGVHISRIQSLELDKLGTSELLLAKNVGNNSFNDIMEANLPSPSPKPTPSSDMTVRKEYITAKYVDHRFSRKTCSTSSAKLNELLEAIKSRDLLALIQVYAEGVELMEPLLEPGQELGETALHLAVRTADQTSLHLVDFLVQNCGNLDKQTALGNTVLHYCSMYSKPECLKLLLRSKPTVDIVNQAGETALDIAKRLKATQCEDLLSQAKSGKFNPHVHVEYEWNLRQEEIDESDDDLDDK
# NR1D1 modulator – modulators of human Rev-erb alpha DNA binding; P20393; AID 1259318; activity, % at 10 µM; Rev-erbα–FITC-DNA binding, fluorescence polarization, 90 min; 0.79% of 370,000 active;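 active = activity above about 14%, limit read from the data; passing the limit was not always enough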;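 note: 0% = DMSO wells with 35 nM protein and 100% = DMSO wells with 750 nM protein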
# Target sequence (P20393 whole entry, looked up): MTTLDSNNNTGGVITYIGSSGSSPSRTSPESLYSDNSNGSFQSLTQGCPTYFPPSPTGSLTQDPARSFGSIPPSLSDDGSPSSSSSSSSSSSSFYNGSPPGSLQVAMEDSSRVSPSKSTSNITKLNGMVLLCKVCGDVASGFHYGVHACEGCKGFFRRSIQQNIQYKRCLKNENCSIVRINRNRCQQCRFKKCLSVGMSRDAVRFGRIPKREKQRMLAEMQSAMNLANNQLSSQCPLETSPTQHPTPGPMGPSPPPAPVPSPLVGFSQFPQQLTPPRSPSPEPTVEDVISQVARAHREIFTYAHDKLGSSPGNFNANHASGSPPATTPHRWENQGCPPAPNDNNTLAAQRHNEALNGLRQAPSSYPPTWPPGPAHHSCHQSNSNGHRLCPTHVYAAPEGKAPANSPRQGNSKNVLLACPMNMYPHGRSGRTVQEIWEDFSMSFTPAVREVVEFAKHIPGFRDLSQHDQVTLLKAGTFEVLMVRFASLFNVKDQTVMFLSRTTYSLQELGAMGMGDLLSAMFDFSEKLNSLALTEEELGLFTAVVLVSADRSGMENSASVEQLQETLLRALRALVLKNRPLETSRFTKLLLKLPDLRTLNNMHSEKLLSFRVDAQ
# UHRF1 binding – UHRF1 methyl-DNA binding inhibition. Q96T88. UHRF1 binding to methylated oligo, TR-FRET. inhibition, % at 4.4 µM. 0.75% of 370,000 active. AID 687016; in the data active = inhibition above about 21%;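 note: UHRF1 SRA domain binding a hemimethylated CpG hairpin DNA probe; 0% = median of test compound wells and 100% = reference inhibitor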
# PLCb3 inh – blocks human PLC-beta3 enzyme activity | Q01970 | Purified PLC-beta3, fluorogenic substrate, fluorescence | inhibition, % at 12.2 µM | 0.18% of 370,000 active; in the data active = inhibition above about 11%;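 note: 0% = median of compound wells on plate and 100% = full blocker control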
# KLK7 zymogen act – activates the human kallikrein-7 zymogen; P49862; purified proKLK7, EDANS-DABCYL substrate fluorescence; 100% is mature enzyme control, 0% vehicle; activation, % at 7 µM; 0.9% of 370,000 active;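 active = activation above the mean of all tested compounds plus 3 SD, computed per campaign excluding outliers beyond control limits, cut at about 13% in these data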
# * hit, by the source's call; . = not tested or not shown.
# The first five entries (preview)
(1) COc1ccccc1C(=O)COC(=O)Cc1c[nH]c2ccccc12
(2) OC1COCOC1C(O)C1OCOCC1O (stereo not given)
(3) Cc1ccc(S(=O)(=O)N(C)C)cc1NC(=O)COC(=O)COc1ccccc1[N+](=O)[O-]
(4) CCc1cccc(CC)c1NC(=O)COc1ccccc1C(=O)c1cc(C#N)c(=O)n(C2CCCCC2)c1
(5) O=P(Cc1cccc[n+]1[O-])(c1ccccc1)c1ccccc1

compound no.,1,2,3,4,5
Tn7 DDE FP,1.5,-3.7,2.3,0.1,-1.6
PLCg1 inh,-9.0,-6.5,2.3,-1.6,0.9
DDE Tn6 FP inh,-7.5,-3.6,-0.5,-4.1,-4.0
HGIII-sPLA2 inh,-76.5,4.4,0.6,-12.1,-0.4
ARFGAP1 inh,-15.2,5.7,1.3,1.1,1.6
ASAP1 inh,-5.5,3.4,4.9,1.1,-2.3
NR1D1 modulator,3.9,-2.5,-1.4,-3.6,-4.3
UHRF1 binding,-0.1,-0.4,-0.5,5.3,0.6
PLCb3 inh,-13.8,-7.2,1.4,-0.5,3.3
KLK7 zymogen act,-0.5,-0.1,0.1,-1.2,-0.1

# All compounds of this part, from the start:
(1) COc1ccccc1C(=O)COC(=O)Cc1c[nH]c2ccccc12
(2) OC1COCOC1C(O)C1OCOCC1O (stereo not given)
(3) Cc1ccc(S(=O)(=O)N(C)C)cc1NC(=O)COC(=O)COc1ccccc1[N+](=O)[O-]
(4) CCc1cccc(CC)c1NC(=O)COc1ccccc1C(=O)c1cc(C#N)c(=O)n(C2CCCCC2)c1
(5) O=P(Cc1cccc[n+]1[O-])(c1ccccc1)c1ccccc1
(6) Cc1ccc2[nH]c(=O)c(N3CCOCC3)c(-c3ccccc3)c2c1
(7) CCOc1ccc(CNC(=O)CCC(=O)n2nc(C)c3ccccc32)cc1
(8) CCc1nnc(NC(=O)CCC(=O)N2CCN(c3ccccn3)CC2)s1

compound no.,1,2,3,4,5,6,7,8
Tn7 DDE FP,1.5,-3.7,2.3,0.1,-1.6,5.2,-0.7,7.1
PLCg1 inh,-9.0,-6.5,2.3,-1.6,0.9,-217.9,0.9,-0.2
DDE Tn6 FP inh,-7.5,-3.6,-0.5,-4.1,-4.0,2.9,-4.9,-5.0
HGIII-sPLA2 inh,-76.5,4.4,0.6,-12.1,-0.4,-4.6,10.0,3.5
ARFGAP1 inh,-15.2,5.7,1.3,1.1,1.6,-17.1,-7.7,-3.4
ASAP1 inh,-5.5,3.4,4.9,1.1,-2.3,2.3,5.9,-8.1
NR1D1 modulator,3.9,-2.5,-1.4,-3.6,-4.3,28.4*,-2.9,-0.3
UHRF1 binding,-0.1,-0.4,-0.5,5.3,0.6,1.0,3.5,0.0
PLCb3 inh,-13.8,-7.2,1.4,-0.5,3.3,-301.6,-0.9,1.5
KLK7 zymogen act,-0.5,-0.1,0.1,-1.2,-0.1,-0.4,0.4,-0.7

(9) COc1ccc(Nc2nc(-c3cccc([N+](=O)[O-])c3)nc3ccccc23)c(OC)c1
(10) Cc1cc(C)c(NC(=O)COC(=O)c2c(C)noc2C)c(Cl)c1
(11) COc1ccccc1CCC(=O)Nc1ccc(OC)c(S(=O)(=O)N2CCOCC2)c1
(12) Cc1cc(NC(=O)CSc2ncccc2C(=O)O)no1
(13) COc1ccc(-c2c(C#N)sc(C(N)=O)c2-c2ccc(OC)cc2)cc1
(14) COc1cc(CCC(=O)N2CCN(c3ccc([N+](=O)[O-])cc3)CC2)cc(OC)c1OC
(15) CCn1c(SCc2ccc(OC)c(F)c2)nc2ccccc2c1=O
(16) O=C(c1cc(C(=O)N2CCOCC2)c2nc3ccccc3n2c1)c1ccccc1O

compound no.,9,10,11,12,13,14,15,16
Tn7 DDE FP,1.6,0.1,-3.9,-7.1,-2.6,7.1,7.7,-3.7
PLCg1 inh,-0.2,0.2,1.4,-0.1,-25.4,3.5,-0.6,-50.8
DDE Tn6 FP inh,4.1,6.0,5.3,4.7,2.5,-6.2,0.7,9.5
HGIII-sPLA2 inh,-3.0,10.5,3.5,-1.9,-8.4,-7.5,-6.4,-3.8
ARFGAP1 inh,-0.8,-5.3,-7.2,3.8,-4.0,5.2,-3.7,-0.4
ASAP1 inh,-6.6,-2.8,10.4,-5.6,-10.4,-10.1,-19.0,-2.9
NR1D1 modulator,-3.4,1.2,-2.0,0.8,20.6,-4.2,5.8,3.9
UHRF1 binding,-2.2,0.7,-0.3,-0.4,-0.2,-2.9,0.2,1.5
PLCb3 inh,-0.9,-4.2,-3.1,-4.4,-40.9,-2.4,-7.8,-79.9
KLK7 zymogen act,-0.9,-0.4,-0.2,0.6,0.1,-0.3,0.5,3.8

(17) CCOC(=O)c1ccc[n+](CC(=O)Nc2ccccc2OC(F)F)c1
(18) COc1ccc(/C=N/NC(=O)c2ccn[nH]2)cc1CSc1ccccn1
(19) Cc1cccc(-n2c(-c3ccncc3)n[nH]c2=S)c1
(20) O=C(Cc1ccccc1)NC1CCN(S(=O)(=O)c2cccc(F)c2)CC1
(21) CC(NC(=O)CCn1c(=S)[nH]c2ccsc2c1=O)c1ccccc1 (stereo not given)
(22) Oc1ccc(C[C@H]2CNCCN2CC2(c3ccccc3)CC2)cc1
(23) NS(=O)(=O)c1ccc(CCNC(=O)CNC(=O)Cc2cccc3ccccc23)cc1
(24) CC1=NN(c2ccc(S(=O)(=O)O)cc2C)C(=O)C1

compound no.,17,18,19,20,21,22,23,24
Tn7 DDE FP,-5.0,1.0,5.8,-5.6,11.4,-4.4,-3.6,0.0
PLCg1 inh,-3.0,1.1,-6.4,0.1,0.2,4.5,1.3,0.4
DDE Tn6 FP inh,-2.7,-3.7,-2.4,1.0,-1.5,0.3,3.1,-9.1
HGIII-sPLA2 inh,-11.7,2.7,14.3,-9.9,11.0,4.7,-0.4,-1.9
ARFGAP1 inh,7.0,19.1,-2.1,6.7,-5.2,1.4,3.7,-2.8
ASAP1 inh,5.1,18.0,-5.7,2.9,5.3,-5.4,-2.8,-2.3
NR1D1 modulator,2.7,-1.0,-0.8,-2.0,-1.1,-3.7,3.1,2.7
UHRF1 binding,1.1,-2.5,6.3,-0.3,0.2,4.8,-1.8,-5.3
PLCb3 inh,-2.9,-5.7,-8.2,2.5,-8.4,3.2,-0.6,-2.5
KLK7 zymogen act,0.1,-0.1,-0.7,-0.3,-0.2,0.1,-0.1,0.3

(25) COc1cc(CNC(=O)c2cccc(COc3ccc(Cl)cc3)c2)cc(OC)c1
(26) CC(=O)NC1(c2nnnn2CCOC(=O)Nc2ccc(Cl)cc2)CCCC1
(27) Oc1cncc(Cc2ccccc2)c1
(28) CC1=C(C(=O)Nc2cc(C)ccn2)C(c2ccc(C)cc2)C2=C(CCCC2=O)N1 (stereo not given)
(29) CC(C)OCCCNC(=O)NC(=O)c1ccc(Cl)cc1
(30) Cc1ccc(CC2CC(=O)N(c3ccc(C)cc3)C2=O)cc1 (stereo not given)
(31) COc1ccc(C2C=C(c3ccc(F)cc3)NC(=S)N2)cc1OC (stereo not given)
(32) CCOC(=O)N1CCC(=NNC(=O)c2ccccc2F)CC1

compound no.,25,26,27,28,29,30,31,32
Tn7 DDE FP,1.8,-0.1,-0.8,-1.6,-3.2,2.8,-1.7,1.3
PLCg1 inh,-1.2,4.5,1.9,-220.7,1.6,-1.5,-11.1,-2.7
DDE Tn6 FP inh,-2.6,1.4,-0.7,-1.8,1.8,-9.8,0.7,-0.2
HGIII-sPLA2 inh,-43.4,0.4,-10.0,1.7,-3.1,-2.1,5.4,2.1
ARFGAP1 inh,0.3,8.1,0.9,12.3,-3.0,-7.4,-5.4,-5.5
ASAP1 inh,3.6,2.6,2.6,17.8,7.1,-3.8,15.1,5.6
NR1D1 modulator,2.7,2.9,-2.5,-0.5,-1.6,-2.8,1.8,4.5
UHRF1 binding,-2.0,5.3,-1.9,2.7,-1.1,0.7,-3.4,-3.0
PLCb3 inh,2.3,4.2,-3.8,-256.2,-6.2,-3.6,-15.3,-2.3
KLK7 zymogen act,-0.1,-0.4,0.0,6.4,-0.6,-0.2,-1.4,-0.1

(33) Cc1ccc(S(=O)(=O)N2CCC(C(N)=O)CC2)cc1C(=O)NC1CCCCC1
(34) CCC1(C(=O)c2ccc(Cl)cc2)C2c3ccccc3OC(=O)C21C(=O)Nc1ccccc1 (stereo not given)
(35) COc1ccc(S(=O)(=O)N2CCC(C(=O)NCC3CCCCC3)CC2)cc1
(36) CCOC(=O)[C@H]1Nc2ccc(Cl)cc2[C@@H]2[C@H]1C1CC(c3ccccc31)N2C(=O)OCc1ccccc1 (stereo not given in full)
(37) COCCNC(=O)/C(C#N)=C/c1cccc(OCc2ccccc2)c1
(38) NC(=O)C12NC(Cc3ccccc31)c1ccccc12 (stereo not given)
(39) COc1ccccc1N(C)c1cc2c(c3c1ccn3C)C1CCC2O1 (stereo not given)
(40) COc1cc(OC)c(OC)cc1CNC(=O)c1ccc(S(=O)(=O)N2CCCCC2)cc1

compound no.,33,34,35,36,37,38,39,40
Tn7 DDE FP,-3.8,1.2,4.3,6.2,5.1,-3.1,2.2,-5.8
PLCg1 inh,3.0,0.3,1.4,4.3,-1.4,0.6,-24.7,3.5
DDE Tn6 FP inh,1.1,1.4,5.6,-2.6,-2.2,1.2,-4.2,-9.1
HGIII-sPLA2 inh,5.6,-26.8,-5.5,3.3,-1.3,2.3,17.1,5.5
ARFGAP1 inh,-9.1,-0.1,-1.9,5.7,9.4,2.5,-3.5,-23.3
ASAP1 inh,-11.8,9.9,-9.0,13.1,-6.1,13.8,-6.4,-7.4
NR1D1 modulator,2.4,-3.8,-1.0,6.6,.,2.4,4.3,3.7
UHRF1 binding,-2.2,3.1,-0.1,3.1,0.8,1.9,-5.8,0.3
PLCb3 inh,-1.5,2.5,-3.5,-0.1,-6.8,0.5,-31.2,-5.5
KLK7 zymogen act,0.5,0.0,0.3,0.1,-0.4,0.4,-1.4,-0.1

(41) CCCn1c(N)c(C(=O)CSc2nnc(C3CC3)n2C2CC2)c(=O)[nH]c1=O
(42) CC1CCN(C(=O)COC(=O)CSc2ccc(C(N)=O)cc2[N+](=O)[O-])CC1
(43) CCN(CC)c1cc2c(c3c1ccn3C)C1CCC2O1 (stereo not given)
(44) COc1cccc(OCc2nn[nH]n2)c1

compound no.,41,42,43,44
Tn7 DDE FP,-0.1,-0.7,0.5,-1.2
PLCg1 inh,-1.7,-2.6,-19.6,-3.2
DDE Tn6 FP inh,-0.5,0.9,-2.8,7.8
HGIII-sPLA2 inh,15.0,-4.3,11.3,-6.2
ARFGAP1 inh,-1.0,-7.1,4.8,-0.9
ASAP1 inh,3.5,-1.9,4.2,-4.1
NR1D1 modulator,1.6,-1.5,1.9,1.4
UHRF1 binding,1.4,-1.5,-2.6,-0.6
PLCb3 inh,-3.0,-5.9,-24.6,-7.5
KLK7 zymogen act,0.2,1.0,0.4,-0.1
